Assay outcomes: PubChem BioAssay, MTDP
RNase H inhibition = RNase H inhibition, HIV 1 Gag Pol polyprotein, FRET biochemical assay, screening (AID 372); HIV-1 RT RNase H, FRET RNA/DNA substrate fluorescence; higher % means a stronger effect; hit rate 0.77% among 100,000; inhibition, % at 10 µM; hits with a dose series show IC50 in µM; in the data active means inhibition above about 50%
An asterisk follows results filed as active. Some of the compounds tested (hit frequency here may not be typical).

canonical_smiles | RNase H inhibition
COC(=O)C1=C(C)N(C)C(=O)NC1c1cc2c(cc1[N+](=O)[O-])OCO2 (centres undefined) | 3%
N#C/C(=C\c1ccc(-c2cccc(Cl)c2Cl)o1)C(=O)Nc1cccc2ncccc12 | 0%
COc1ccc(NC(=O)C(=O)N/N=C/c2cccc(Br)c2)cc1Cl | 2%
O=C(N/N=C/c1ccccc1Cl)C(=O)N1CCCC1 | 9%
CCOC(=O)N1CCN(C(=O)c2ccc(C#Cc3ccccc3)cc2)CC1 | 10%
O=C(O)COc1ccc(/C=N/NC(=O)CSCc2cccc(Cl)c2)cc1 | 24%
O=c1/c(=C/c2ccc(Oc3ccc(C(F)(F)F)cc3[N+](=O)[O-])c(Cl)c2)sc2nc3ccccc3n12 | 6%
CCOC(=O)c1ccc(-n2c(C)cc(/C=C3\SC(=O)NC3=O)c2C)cc1 | 32%
NC(=O)c1c(NC(=O)c2ccc([N+](=O)[O-])s2)sc2c1CCCC2 | 21%
COc1ccc(C(=O)N2c3ccc(C)cc3-c3c(ssc3=S)C2(C)C)cc1 | 0%
COc1ccc(CC(=O)N/N=C/c2ccc(O)cc2O)cc1 | 10%
CCOC(=O)C1=C(C)N=c2s/c(=C\c3cccc(OCc4ccc(Cl)cc4)c3)c(=O)n2C1c1ccc(N(C)C)cc1 (centres undefined) | 14%
CC1(C)CC(=O)C2=C(C1)Nc1sc(C#N)c(N)c1C2c1ccccc1 (centres undefined) | 5%
C/C(=C/C(=O)NCc1ccc(F)cc1)NCc1ccc(F)cc1 | 5%
CC(=O)C1=C(C)NC(C)=C(C(C)=O)C1c1cn(-c2ccccc2)nc1-c1cccs1 | 6%
Nc1nonc1-n1nnc(C(=O)N/N=C2\CCc3ccccc32)c1-c1ccccc1 | 0%
O=c1c(O)c(-c2ccc3c(c2)OCO3)oc2ccccc12 | 0%
CS(=O)(=O)N(CC(=O)Nc1cccc(C(F)(F)F)c1)c1ccc(Br)cc1 | 10%
O=C(NC1=NCCS1)C1CC2CCC1C2 (centres undefined) | 0%
O=C1/C(=C\c2ccccc2)SC(=S)N1NS(=O)(=O)c1ccccc1 | 9%

Continuation.
canonical_smiles | RNase H inhibition
O=C1/C(=C\c2cc(Cl)ccc2OCc2ccc(F)cc2)SC(=S)N1Cc1ccccc1 | 11%
Cc1ccc(N(CCCCN2C(=O)c3ccccc3C2=O)C(=O)c2ccc(Cl)s2)cc1 | 6%
Cc1ccc(/C=C2/SC(=S)N(CCCC(=O)Nc3ccc(Cl)cc3)C2=O)cc1 | 24%
COc1ccc(C2CC(=O)C3=C(C2)Nc2ccccc2NC3c2cccc3ccccc23)cc1OC (centres undefined) | 15%
C/C(=N\O)c1ccc2c3c([nH]c2c1)CCCC3 | 4%
CC(C)N(Cc1ccccc1)C(=O)c1ccccc1Cl | 4%
COc1cc(C)ccc1OCCCCOc1ccc(C)cc1 | 28%
CCOc1ccc(OC)cc1/C=N/NC(=O)COc1cccc(Br)c1 | 7%
COc1cc(Br)c(/C=C(\C#N)c2nn(CCO)c(N)c2C#N)cc1OC | 4%
O=C1/C(=C\c2ccccn2)SC(=S)N1c1cccc(Cl)c1 | 7%
COc1cccc(/C=C(\C#N)c2nc(-c3ccc(Br)cc3)cs2)c1 | 10%
Cc1ccc(CN2CCCC(O)C2)cc1 (centres undefined) | 0%
CCOc1ccc(C(=O)Nc2ccc(C(C)=O)cc2)cc1Br | 0%
COC(=O)C(=C/C(C)=C/c1ccco1)C(=O)OC | 1%
O=C(NN=C1CCCCC1)c1cccc(Br)c1 | 7%
CC1(C)C=C(/C=C/c2ccccc2)NC(=O)N1 | 10%
O=c1[nH]c(=S)[nH]c(O)c1C=Nc1ccc(Cl)cc1 | 0%
CCN(CC)c1ccc(NC(=O)c2cc(Br)ccc2Cl)cc1 | 20%
COc1ccc(Cl)cc1C(=O)Nc1cccc(-c2nc3cc(C)c(C)cc3o2)c1 | 18%
CC(C)(C)C(=O)CC(=O)c1ccc(Br)cc1 | 4%

(list continues)
canonical_smiles | RNase H inhibition
CCN(CC)C(=O)Cn1nc(C)c2ccccc2c1=O | 6%
O=C(Nc1ccccc1[N+](=O)[O-])Nc1ccccc1[N+](=O)[O-] | 0%
COc1cccc(-n2c(O)c(C3=c4ccccc4=NC3=O)sc2=S)c1 | 5%
CCOC(=O)C1=C(C)S/C(=C\N(C)C)C1=O | 8%
COc1ccc(-c2nc(NC(=O)c3ccccc3C)sc2C)cc1OC | 12%
Cc1cc(C)cc(NC(=O)C(Cc2c[nH]c3ccccc23)NC(=O)Oc2ccccc2)c1 (centres undefined) | 12%
CCN(CC)c1ccc(/C=N/Nc2nn[nH]n2)cc1 | 10%
CCc1c(C)sc(NC(=O)/C=C/c2ccc(Cl)cc2)c1C(N)=O | 13%
CC(C)(NO)/C(=N/O)c1ccc(Br)cc1 | 1%
O=C(NCCCc1ccccc1)c1ccc([N+](=O)[O-])cc1Cl | 19%
CC1(C)Cc2ccccc2-c2nnc(-c3ccccc3Cl)n21 | 6%
CCOC(=O)N1CCN(C(=O)C2CCN(Cc3ccc(OC)cc3OC)CC2)CC1 | 16%
Cc1ccc(-c2nc3ccccc3s2)cc1NC(=O)COc1ccccc1[N+](=O)[O-] | 15%
CC1=CC(C)(C)Nc2ccc(OC(=O)C(Cc3ccccc3)N3C(=O)c4ccccc4C3=O)cc21 (centres undefined) | 20%
Cc1ccc(NCCC(=O)c2ccc(C)o2)cc1 | 3%
Nc1ccc(C(=O)NCCNCCNC(=O)c2ccc(N)cc2)cc1 | 0%
N#Cc1cccc(N=Cc2c(O)ccc3ccccc23)c1 | 11%
Cc1ccc(NC(=O)/C=C/c2ccc3c(c2)OCO3)cc1 | 1%
COc1cc(C2CC(C(F)(F)F)n3ncc(C(=O)N4CCN(Cc5ccccc5)CC4)c3N2)cc(OC)c1OC (centres undefined) | 3%
CCOC(=O)NC(NCCc1ccc(OC)c(OC)c1)(C(F)(F)F)C(F)(F)F | 6%

(next part)
canonical_smiles | RNase H inhibition
Cc1ccccc1N1C(=O)CSC1=S | 15%
COc1cccc(NC(=O)c2ccc(C(=O)Nc3cccc(OC)c3)nc2)c1 | 14%
CCOc1ccc(C2C(C#N)=C(N)OC3=C2C(=O)CC(C)(C)C3)cc1 (centres undefined) | 20%
COc1cc(C2NC(=O)NC(C)=C2C(=O)OCC(Cl)(Cl)Cl)cc(OC)c1OC (centres undefined) | 0%
Cc1cc(OCC(=O)Nc2ccccc2Cl)cc(C)c1Cl | 0%
COCCOC(=O)c1ccc(NC(=O)COc2ccc(Cl)cc2C)cc1 | 34%
COc1cc(C=C2C(=O)N(C)C(=S)N(C)C2=O)cc(I)c1OCC(=O)O | 7%
COc1ccc(C(=O)/C=C/c2ccco2)cc1OC | 6%
COc1ccccc1C(=O)Nc1cccc(Br)c1 | 6%
NC(=O)c1ccccc1N=Cc1ccc(O)cc1 | 6%
COC(=O)c1cccc(N2C(=O)c3ccc(Oc4ccc([N+](=O)[O-])cc4)cc3C2=O)c1 | 21%
Cc1ccc(S(=O)(=O)N(CC(=O)Nc2ccccc2C(F)(F)F)c2cc(C)ccc2C)cc1 | 7%
Cc1c(NC(=O)c2ccc([N+](=O)[O-])cc2Cl)cccc1-c1nc2ncccc2o1 | 7%
O=C1NN(c2ccc(Cl)c(Cl)c2)C(=O)/C1=C/c1ccc(O)c(O)c1 | 49%
N#C/C(=C\c1c[nH]c2ccccc12)C(=O)Nc1ccc(F)cc1 | 26%
O=C1NC(=O)N(c2ccccc2)C(=O)/C1=C\c1cccc(OCc2ccccc2F)c1 | 5%
Cc1cc(-c2ccccc2)nc2cc(C(=O)Nc3sc4c(c3C#N)CCCC4)nn12 | 1%
C=CCN1C(=O)/C(=C\c2cc(Cl)c(OCc3cccc(C)c3)c(OC)c2)SC1=S | 9%
Cc1ccc(-n2c(SCc3ccccc3)nc(O)cc2=O)cc1 | 11%
O=C(N/N=C/c1ccc(Br)cc1)C1CC(=O)N(c2ccc(Cl)cc2)C1 (centres undefined) | 6%

(list continues)
canonical_smiles | RNase H inhibition
CCC(=O)Nc1ccc(-c2nc3ncccc3o2)cc1 | 6%
N#Cc1cn(-c2ccccc2)nc1-c1ccc(Br)cc1 | 0%
CCCCc1c(C)nc(N/N=C(\C)c2ccc(Cl)c(Cl)c2)[nH]c1=O | 13%
CC(NC(=O)c1ccc(F)cc1)c1nc2ccccc2n1Cc1ccc(Cl)cc1 (centres undefined) | 7%
O=C(Cc1cccs1)NCc1ccc2c(c1)OCO2 | 2%
CN(C)c1ccc(/C=N/NC(=O)c2cc(Br)ccc2O)cc1 | 8%
O=C(O)CC12CC3CC(CC(S)(C3)C1)C2 | 7%
Clc1cc(Cl)c(N/N=C/c2cccnc2)c(Cl)c1 | 24%
Cc1cc(/C=C2\SC(=O)N(C)C2=O)c(C)n1-c1ccc(O)cc1 | 36%
COC(=O)c1ccccc1NC(=O)c1cnccn1 | 0%
O=C(O)C1CCN(S(=O)(=O)c2ccc(F)cc2)CC1 | 13%
Clc1cccc(-c2ccc(/C=N/Nc3nc(Nc4ccccc4)nc(N4CCOCC4)n3)o2)c1 | 21%
COc1cccc(C2C3=C(CC(C)(C)CC3=O)Nc3ccc4ccccc4c32)c1 (centres undefined) | 11%
COCCNC(=O)C(=O)NCCc1ccc(OC)cc1 | 0%
O=C(Nc1cccc(I)c1)c1ccc(-c2ccccc2)cc1 | 10%
COc1ccc(CN2CCN(Cc3ccco3)CC2)c(OC)c1 | 4%
CC12CC3CC(C)(C1)CC(C(=O)CCC(=O)O)(C3)C2 | 0%
CCOc1ccc2c(c1)nc(C)n2CC | 15%
Cc1ccc(-n2nc3cc(C)c(NC(=O)COc4ccc(C)c(C)c4)cc3n2)cc1 | 4%
NC(=O)c1ccccc1N=Cc1cccc(O)c1O | 9%

Some of these compounds in order of molecular weight, highest first:
canonical_smiles | RNase H inhibition
Clc1cccc(-c2ccc(/C=N/Nc3nc(Nc4ccccc4)nc(N4CCOCC4)n3)o2)c1 | 21%
CC(NC(=O)c1ccc(F)cc1)c1nc2ccccc2n1Cc1ccc(Cl)cc1 (centres undefined) | 7%
Cc1ccc(-n2nc3cc(C)c(NC(=O)COc4ccc(C)c(C)c4)cc3n2)cc1 | 4%
O=C(Nc1cccc(I)c1)c1ccc(-c2ccccc2)cc1 | 10%
COc1cccc(C2C3=C(CC(C)(C)CC3=O)Nc3ccc4ccccc4c32)c1 (centres undefined) | 11%
CCCCc1c(C)nc(N/N=C(\C)c2ccc(Cl)c(Cl)c2)[nH]c1=O | 13%
CN(C)c1ccc(/C=N/NC(=O)c2cc(Br)ccc2O)cc1 | 8%
N#Cc1cn(-c2ccccc2)nc1-c1ccc(Br)cc1 | 0%
COc1ccc(CN2CCN(Cc3ccco3)CC2)c(OC)c1 | 4%
Clc1cc(Cl)c(N/N=C/c2cccnc2)c(Cl)c1 | 24%
COCCNC(=O)C(=O)NCCc1ccc(OC)cc1 | 0%
O=C(Cc1cccs1)NCc1ccc2c(c1)OCO2 | 2%
CC12CC3CC(C)(C1)CC(C(=O)CCC(=O)O)(C3)C2 | 0%
COC(=O)c1ccccc1NC(=O)c1cnccn1 | 0%
O=C(O)CC12CC3CC(CC(S)(C3)C1)C2 | 7%
CCOc1ccc2c(c1)nc(C)n2CC | 15%

(next part)
canonical_smiles | RNase H inhibition
O=C(NC(=S)Nc1ccc(Cl)cc1)c1ccc(F)cc1 | 11%
CN1C(=O)/C(=C/c2ccc(-c3ccc(F)cc3)o2)SC1=S | 7%
CCOC(=O)c1cccc(N2C(=O)C3C4c5ccccc5C(C(C)=O)(c5ccccc54)C3C2=O)c1 (centres undefined) | 15%
O=C1CC(c2ccccc2)CC(O)=C1C=NC1CCCCC1 (centres undefined) | 1%
COc1ccc(OC)c(-c2nc(-c3ccccc3)c(-c3cccs3)[nH]2)c1 | 16%
COc1ccc(NC(=O)CN(c2ccc(C)c(Cl)c2)S(C)(=O)=O)cc1 | 12%
COc1cc(/C=N\Nc2nnc3c(n2)[nH]c2c(C)cccc23)cc(Br)c1O | 4%
CCOc1ccc(C(NC(C)=O)c2ccc(OC)cc2)cc1 (centres undefined) | 0%
Cc1nc2c(CN3CCCCC3)c(O)ccc2[nH]1 | 0%
COc1ccc(N(CC(=O)Nc2ccc(Cc3ccncc3)cc2)S(=O)(=O)c2ccccc2)cc1 | 8%
Cc1ccc(N2C(=O)CC(NCc3ccc(S(N)(=O)=O)cc3)C2=O)cc1Cl (centres undefined) | 2%
CN(C)c1ccc(/C=C/C(=O)c2ccc(Cl)cc2)cc1 | 30%
CSc1nc(C)c(CC(=O)c2ccc(Br)cc2)c(C)c1C#N | 12%
O=C(CSc1ccc(Cl)cc1)NCC1CCCO1 (centres undefined) | 10%
CN1CCN(C(=O)c2cc3nc(-c4ccccc4)cc(C(F)(F)F)n3n2)CC1 | 8%
O=C(Nc1ccc(Cl)cc1)O/N=C(\c1ccccc1)c1ccncc1 | 10%
Cc1cccc(Nc2nc3ccccc3nc2NS(=O)(=O)c2ccccc2)c1 | 3%
O=C(CSC1=NCCS1)n1c2c(c3ccccc31)CCCC2 | 12%
CCOc1ccc(/C=C(\C#N)C(=O)NCC2CCCO2)cc1OCC (centres undefined) | 21%
COc1ccc(N(CC(=O)Nc2ccc(I)cc2)S(C)(=O)=O)cc1OC | 7%

(continued)
canonical_smiles | RNase H inhibition
CCOC(=O)c1cc2c(n(-c3ccccc3)c1=O)CCCC2=O | 0%
CCOC(=O)C1=C(C)N=c2s/c(=C\c3ccc(O)c(Br)c3)c(=O)n2C1c1cccs1 (centres undefined) | 20%
CCN(C(=O)C(C)Oc1ccccc1)C1CCCCC1 (centres undefined) | 4%
O=C1NC(=S)S/C1=C/c1cccc(OCc2ccccc2)c1 | 29%
O=C(Nc1ccc2oc(-c3cccnc3)nc2c1)c1ccc(-c2ccc(F)cc2)o1 | 6%
COc1cc(C2NC(=S)NC(C)=C2C(=O)Nc2ccccc2)cc(OC)c1OC (centres undefined) | 4%
NS(=O)(=O)c1ccc(-c2ccc(/C=C3/SC(=S)N(C4CCCCC4)C3=O)o2)cc1 | 42%
CN1C(=O)/C(=C2\SC(=S)N(CC(=O)O)C2=O)c2ccccc21 | 18%
